# GAA glycogen – GAA glycogen-cleavage inhibition or activation | recombinant GAA, glycogen substrate, Amplex Red glucose oxidase fluorescence | Potency, µM (doses to about 76.4 µM), for inactives: at the top dose activity change, negative = inhibition, hits mostly inhibitors | 300,000 tested, 0.38% active | AID 2100; active = well fitted inhibition curve with a large enough effect; inconclusive = small, poorly fitted or top-dose-only effect, or another doubt; inactive = no such curve, though single readings can be large or run the other way;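 also: 0% = full enzyme reaction and -100% = no-enzyme basal signal; the screen sought inhibitors and activators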
#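 Natural-substrate format: glycogen cleavage by 4 nM human enzyme, glucose read by Amplex Red coupling (Ex 573, Em 610 nm). Normalized to enzyme and no-enzyme controls.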
# An asterisk follows results filed as active; u = inconclusive; & = joins results of further samples; [ ] = remark or other dose. Potency is read from the fitted curve at half-maximal effect. A portion of the library (hit frequency here may not be typical).
SMILES,GAA glycogen
C/C(=N\Nc1cc(N2CCOCC2)ncn1)c1ccccc1,11%[76.3 µM]
CCc1ccccc1NC(=O)CCNS(=O)(=O)c1ccc2c(c1)CCC(=O)N2,0%[76.3 µM]
COC(=O)C1=CN(Cc2ccc(OC)c(OC)c2)C=C(C(=O)OC)C1c1ccc(F)cc1,-12%[76.3 µM]
O=C(CCC(=O)N1CCOc2ccccc21)Nc1ccc(F)cc1F,3%[76.3 µM]
Cc1cc(C)c(S(=O)(=O)N2CCCC(C(=O)N3CCCC3)C2)c(C)c1 (centres undefined),6%[76.3 µM]
CN(CCOc1ccccc1)CC(=O)Nc1ccc(Br)cc1F,-1%
O=C(Nc1ccc(N2CCOCC2)cc1)c1ccc(Br)o1,-3%
Cc1cc(C)c(NC(=O)CS(=O)CC(=O)Nc2ccc(-n3cnnn3)c(C)c2)c(C)c1 (centres undefined),1%
COc1ccc(OCC(=O)Nc2ccc3c(c2)nc(CCN2CCC(C)CC2)n3C)cc1,-14%[76.3 µM]
COc1ccc(OC2CCN(S(=O)(=O)c3ccc(F)cc3)CC2)cc1,-1%
CCOCCCNC(=O)c1cccc(NC(=O)C2=C(C)OCCS2)c1,-3%
CCOC(=O)c1nc(NNC(=O)c2ccc([N+](=O)[O-])cc2)sc1C,u
CCOc1ccc(CNC(=O)CS(=O)(=O)Cc2nc(-c3ccc(OC)cc3)oc2C)cc1,13%[76.3 µM]
CCOc1cc(/C=C2\CN(CC)C/C(=C\c3ccc(O)c(OCC)c3)C2=O)ccc1O,u
O=C(N/N=C/c1ccoc1)c1cccc([N+](=O)[O-])c1,0%[76.3 µM]
CC1CCC(NS(=O)(=O)c2ccc3c(c2)CC(=O)N3)CC1 (centres undefined),-23%[76.3 µM]
O=C(NCc1ccccn1)C(=O)NCC1OCCCN1S(=O)(=O)c1ccc(F)cc1 (centres undefined),-11%[76.3 µM]
CN(C)CCN(C(=O)c1ccc2c(c1)CCCC2)c1nc2c(F)cccc2s1,-8%[76.3 µM]
Cc1ccc(OCCN2CCCC2)cc1,-10%[76.3 µM]
CC(=O)Nc1ccc(NC(=O)c2c(-c3ccccc3Cl)noc2C)c(C)c1,0%[76.3 µM]
Cc1ccccc1N(C(=O)CNC(=O)c1ccco1)C(C(=O)NC1CCCCC1)c1ccncc1 (centres undefined),12%
Cc1ccc(C)c(N(CC(=O)NC(C)C)C(=O)CCC(=O)Nc2ccccn2)c1,-3%[76.3 µM]
Nc1ncnc2c1ncn2CCc1ccccc1,5%
COc1ccc(-n2nc(C(=O)NCC(=O)NCCCN3CC(C)CC(C)C3)c3ccccc3c2=O)cc1 (centres undefined),14%
CCCc1c(C)nc(N2CCN(c3ccccc3OC)CC2)[nH]c1=O,3%[76.3 µM]
CCOc1ccccc1CNc1nnnn1C,1%[76.3 µM]
CS(=O)(=O)c1ccc(Cl)c(NC(=O)C2CC(=O)N(c3ccc4c(c3)OCCO4)C2)c1 (centres undefined),3%[76.3 µM]
CCCCCn1c(N2CCCC2)nc2c1c(=O)n(C)c(=O)n2C,2%[76.3 µM]
Cc1ccc(S(=O)(=O)C(CNC(=O)C(C)C)c2cccs2)cc1 (centres undefined),-5%[76.3 µM]
Cc1cc(C)cc(NC(=O)Cc2ccc(NC3=NC4CS(=O)(=O)CC4S3)cc2)c1 (centres undefined),13%[76.3 µM]

# In a second layout: four of the compounds above.
SMILES: CCOc1ccc(CNC(=O)CS(=O)(=O)Cc2nc(-c3ccc(OC)cc3)oc2C)cc1
  GAA glycogen = 13%[76.3 µM]

SMILES: CCOc1cc(/C=C2\CN(CC)C/C(=C\c3ccc(O)c(OCC)c3)C2=O)ccc1O
  GAA glycogen = u

SMILES: O=C(N/N=C/c1ccoc1)c1cccc([N+](=O)[O-])c1
  GAA glycogen = 0%[76.3 µM]

SMILES: CC1CCC(NS(=O)(=O)c2ccc3c(c2)CC(=O)N3)CC1 (centres undefined)
  GAA glycogen = -23%[76.3 µM]

# Remaining list, next part.
SMILES,GAA glycogen
Cc1ccc(-c2nc(S(=O)(=O)c3ccccc3)c(SCC(=O)NCC3CCCO3)o2)cc1 (centres undefined),6%
CC(C)C[C@H](NC(=O)C1CCN(S(=O)(=O)c2ccccc2)CC1)C(=O)NCc1ccccn1,-12%[76.3 µM]
CN(CCC1CCOCC1)C(=O)CC1C(=O)NCCN1Cc1c(F)cccc1Cl (centres undefined),-8%[76.3 µM]
COC(=O)c1ccccc1NC(=O)CSc1nncn1-c1cccnc1,0%[76.3 µM]
O=C(NNC(=O)c1ccc2ccccc2c1O)c1cccs1,-12%
COc1ccccc1/C=C1/C(=O)ON=C1C,0%
COc1cc2c(cc1OC)C(c1ccc(SC)cc1)CC(=O)N2 (centres undefined),1%[76.3 µM]
O=C(O)CSc1nnc(-c2ccc(Cl)cc2Cl)n1-c1ccccc1,5%[76.3 µM]
Cc1ccc(NC(=O)c2cnccn2)c(Br)c1,15%[76.3 µM]
COCCn1cnc2c1c(=O)n(Cc1ccc(Br)cc1)c(=O)n2Cc1ccccc1,0%
Cc1ccc(S(=O)(=O)N2CCN(Cc3ccccc3)CC2)cc1,-6%
Cc1nn(C)cc1S(=O)(=O)Nc1ccc(F)c(F)c1,-15%[76.3 µM]
COc1ccccc1-c1coc2c(CN3CCCC(C)C3)c(O)ccc2c1=O (centres undefined),11%
CC1CCN(S(=O)(=O)c2ccc3[nH]c(=O)[nH]c3c2)CC1,1%
O=C(O)c1cc(S(=O)(=O)N2CCCc3ccccc32)ccc1Cl,0%
Cc1ccc2nc(N(CCCN(C)C)C(=O)c3ccc(S(=O)(=O)N4CCCCCC4)cc3)sc2c1,5%[76.3 µM]
COc1ccc(/C=N\NC(=O)C2CCCC2)cc1Br,-4%[76.3 µM]
Cc1nn(S(=O)(=O)c2ccc(Cl)cc2)c(C)c1S(=O)(=O)N1CCOCC1,6%[76.3 µM]
CCN(c1ccccc1)S(=O)(=O)c1ccc2c(c1)CC(C)N2C(=O)C1CC1 (centres undefined),0%[76.3 µM]
Cc1cc2nc(/C=C/c3cccnc3)[nH]c2cc1C,-8%[76.3 µM]
Cc1ccc(CS(=O)(=O)CC(C)(O)c2ccccc2)cc1 (centres undefined),0%
Cc1cccc(C(=O)N2CCNC(=O)C2CC(=O)Nc2cccc(Cl)c2)c1 (centres undefined),-4%[76.3 µM]
COc1cccc(CNC(=O)C2CCN(C(=O)N3CC(C)Oc4ccccc43)CC2)c1 (centres undefined),15%[76.3 µM]
CCCCc1ccc(S(=O)(=O)Nc2nnc(C)s2)cc1,-17%[76.3 µM]
CCCc1nc(NCCCOCC)c2nnn(Cc3ccccc3)c2n1,-9%[76.3 µM]
CCOc1cc(N2CCOCC2)c(OCC)cc1NS(=O)(=O)c1cc(NC(C)=O)ccc1OC,u
CCN1C(=NCCN2CCOCC2)N[C@@H](c2ccccc2)C(C(=O)OC)=C1C,12%&-8%[76.3 µM]
O=C(Nn1cnc2ccccc2c1=O)c1ccc(Br)cc1,9%
Cc1c(C(=O)Nc2ccc(F)cc2)sc2ncn(CC(=O)N3CCCCC3)c(=O)c12,19%[76.3 µM]
Cc1cccc(OCC(=O)NCc2nc(-c3ccccc3)no2)c1,-1%[76.3 µM]
CCCNC(=S)N1CCC(C(=O)c2ccc(F)cc2)CC1,4%[76.3 µM]
O=S(=O)(/N=C(/Nc1cccc2ccccc12)c1ccccc1)c1ccc(F)cc1,-9%[76.3 µM]
C[C@@H]1CCC(=O)N(CC[C@H](Sc2ccccc2)c2ccccc2)CC1,-4%[76.3 µM]
Cc1ccc2nc(-c3ccncc3)[nH]c2c1,-5%[76.3 µM]
NC(=O)N/N=C/c1ccccc1OC(=O)c1cc2ccccc2oc1=O,4%[76.3 µM]
Cc1c(C)c2ccc(OCC(=O)Nc3ccccc3C(N)=O)cc2oc1=O,2%[76.3 µM]
O=C(O)c1cc(NC(=O)c2ccc3c(c2)C(=O)N(Cc2cccnc2)C3=O)cc(C(=O)O)c1,-8%[76.3 µM]
COc1ccc(NC(=O)CN2C(=O)NC(C)(c3ccc(C)cc3)C2=O)c([N+](=O)[O-])c1 (centres undefined),1%[76.3 µM]
Cc1ccc(NC(=O)c2sc(N)nc2C)cc1,5%
Cc1oc(-c2ccccc2)nc1CS(=O)CC(=O)NC1CCCC1 (centres undefined),10%[76.3 µM]
Cc1ccc(-c2nc3ncccc3n2O)cc1,-6%
Cc1ccc(NC(=O)C2CCN(C(=O)[C@@H]3Cc4ccccc4CN3)CC2)cc1,11%[76.3 µM]
Cc1oc2c(C)c3oc(=O)c(CCC(=O)NCCCN4CCCC4=O)c(C)c3cc2c1C,-1%[76.3 µM]
CCN(CC(=O)Nc1ccc(NC(C)=O)cc1)C(=O)C12CC3CC(CC(Cl)(C3)C1)C2,1%[76.3 µM]
CC(Sc1nc2c(c(=O)[nH]1)CCCC2)C(=O)Nc1ccccc1C#N (centres undefined),-22%
COc1cccc(N2CCN(C(=O)c3ccc(CS(=O)Cc4ccc(C)cc4)o3)CC2)c1 (centres undefined),8%[76.3 µM]
O=C1OC(Nc2nc(-c3ccc(F)cc3)cs2)c2ccccc21 (centres undefined),-4%
O=c1[nH]c(/C=C/c2cccc([N+](=O)[O-])c2)c([N+](=O)[O-])c(=O)[nH]1,13%[76.3 µM]
CCC(C(=O)NC1CCN(C)CC1)c1ccccc1 (centres undefined),-3%[76.3 µM]
Cc1ccccc1/C=N/N1C(=O)CSC1=S,1%
CCS(=O)(=O)Nc1cccc(C2=NN(S(C)(=O)=O)C(c3cccs3)C2)c1 (centres undefined),-15%[76.3 µM]
Cc1ccc(C2/C(=C(\O)c3ccc4c(c3)OCCO4)C(=O)C(=O)N2CC2CCCO2)cc1 (centres undefined),-2%[76.3 µM]
COc1ccc(C(=O)Nc2ccc(NC(=O)c3ccccc3OC)nc2)cc1,-1%[76.3 µM]
O=C(CNC(=O)N1CC(=O)Nc2ccccc21)Nc1ccc(Cl)cc1,0%[76.3 µM]
OC(COc1c(F)cc(Br)cc1F)CN1CCc2ccccc2C1 (centres undefined),-11%[76.3 µM]
COc1ccc2cc3cc(C(=O)NCCC(C)C)oc3nc2c1,3%
Cc1ccc(C(C(=O)NC2CCCC2)N(Cc2ccc(F)cc2)C(=O)c2snc(C(N)=O)c2N)o1 (centres undefined),-2%
Cn1c(C(=O)N2CCN(c3ccc(F)cc3)CC2)cc2ccccc21,-1%[76.3 µM]
O=C(c1ccc(N2C(=O)c3ccccc3C2=O)cc1)N1CCCCC1,9%
Cc1ccccc1CN1CCNC(=O)C1CC(=O)NCCC1=CCCCC1 (centres undefined),4%[76.3 µM]

# Filtered by structure, the entries above containing an aryl thioether with sulfur outside any ring (6)
SMILES,GAA glycogen
Cc1ccc(-c2nc(S(=O)(=O)c3ccccc3)c(SCC(=O)NCC3CCCO3)o2)cc1 (centres undefined),6%
COC(=O)c1ccccc1NC(=O)CSc1nncn1-c1cccnc1,0%[76.3 µM]
COc1cc2c(cc1OC)C(c1ccc(SC)cc1)CC(=O)N2 (centres undefined),1%[76.3 µM]
O=C(O)CSc1nnc(-c2ccc(Cl)cc2Cl)n1-c1ccccc1,5%[76.3 µM]
C[C@@H]1CCC(=O)N(CC[C@H](Sc2ccccc2)c2ccccc2)CC1,-4%[76.3 µM]
CC(Sc1nc2c(c(=O)[nH]1)CCCC2)C(=O)Nc1ccccc1C#N (centres undefined),-22%

# Next structures follow:
SMILES,GAA glycogen
Cc1ccc(N(CC(=O)NCC2CCCO2)C(=O)CCC(=O)Nc2nccs2)cc1 (centres undefined),12%
COc1ccc(NC(=O)CC23CC4CC(CC(Br)(C4)C2)C3)c(OC)c1,4%
COc1ccc(NC(=O)CCC(=O)c2cccs2)cc1Cl,-4%
C/C(=N\NC(=O)c1ccc(O)cc1O)c1cccnc1,u
CC(C)c1nnc(NC(=O)C2CCN(C(=O)Nc3ccc(Cl)cc3)CC2)s1,-6%
O=C(CN1C(=O)S/C(=C/c2ccccn2)C1=O)N1CCOCC1,-5%[76.3 µM]
O=C(NCCCn1ccnc1)c1ccc(-c2ccccc2)cc1,3%
Cc1c(CC(=O)O)c(=O)oc2c(C)c3occ(-c4ccc(F)cc4)c3cc12,-12%
CC(C)C(C)(C#N)NC(=O)CN1C(=O)NC2(CCCc3ccccc32)C1=O (centres undefined),-2%[76.3 µM]
CCOc1ccc(S(=O)(=O)N2CCN(c3ccccn3)CC2)cc1,-3%[76.3 µM]
CC(C)(O)C#Cc1ccc(C(=O)N2CCC(C(N)=O)(N3CCCCC3)CC2)o1,-1%[76.3 µM]
O=C(CSc1n[nH]c(-c2ccccc2)n1)Nc1ccc(F)cc1F,-6%[76.3 µM]
O=C1c2ccccc2CN2C(=O)c3ccccc3CN12,-4%[76.3 µM]
CCCc1c(C(=O)N/N=C/c2ccccc2OCc2ccc(F)cc2)nnn1-c1nonc1N,4%[76.3 µM]
N/C(=N\OC(=O)c1cccc(Br)c1)c1ccc([N+](=O)[O-])cc1,-9%[76.3 µM]
C[C@@H]1ON(C2CCCCC2)[C@H]2c3nc4ccccc4n3C[C@@H]12,16%[76.3 µM]
O=C(CSc1nnc(-c2ccccc2)o1)N1CCCCC1,-8%
CC1CN(S(=O)(=O)c2ccccc2)CN1C(=O)N1CCOCC1 (centres undefined),-3%[76.3 µM]
COCCn1c(C)cc(/C=C2/SC(=O)N(CC(=O)N3CCCC3)C2=O)c1C,1%
COc1cc(C)ccc1Oc1ncnc(N)c1[N+](=O)[O-],-10%
Cc1nn(C)cc1S(=O)(=O)N1CCN(c2ccccc2)CC1,-8%[76.3 µM]
Cn1c(SCCN2CCOCC2)nc2sc3c(c2c1=O)CCCC3,-11%[76.3 µM]
N#CCCN(CCC#N)C(=O)C1c2ccccc2Oc2ccccc21,4%[76.3 µM]
CCOC(=O)Nc1ccc2c(COC(=O)c3ccccc3O)cc(=O)oc2c1,3%
CN(C(=O)c1ccc(Br)o1)C1CCS(=O)(=O)C1 (centres undefined),0%
